# TEAD-YAP inh – TEAD-YAP interaction inhibition; inhibition, % at 9.12 µM; 640,000 compounds, 1.4% hits; HEK-TIYL cells, TEAD-Gal4/YAP UAS-luciferase luminescence; in the data active = inhibition above about 32%;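 also: 0% = median of test compound wells and 100% = reference inhibitor wells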
# GPR151 activ – activates the human receptor GPR151; Q8TDV0; PathHunter beta-arrestin GPR151 cells, luminescence; activation, % at 11.2 µM; 650,000 compounds, 1% hits; in the data active = activation above about 4.9%;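 also: 0% = median of compound wells and 100% = cells with positive control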
# Target sequence (Q8TDV0 whole entry, looked up): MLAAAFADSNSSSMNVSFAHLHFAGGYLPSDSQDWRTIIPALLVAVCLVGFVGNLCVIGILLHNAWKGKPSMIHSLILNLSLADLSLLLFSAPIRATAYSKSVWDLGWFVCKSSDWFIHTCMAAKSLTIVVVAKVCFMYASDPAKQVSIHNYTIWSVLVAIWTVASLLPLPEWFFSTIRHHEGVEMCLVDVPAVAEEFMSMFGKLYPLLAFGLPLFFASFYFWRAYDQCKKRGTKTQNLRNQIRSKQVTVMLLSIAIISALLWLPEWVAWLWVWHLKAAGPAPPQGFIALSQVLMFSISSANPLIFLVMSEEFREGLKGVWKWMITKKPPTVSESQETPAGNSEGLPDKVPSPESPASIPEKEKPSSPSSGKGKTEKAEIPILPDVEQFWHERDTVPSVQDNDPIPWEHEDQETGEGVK
# FBW7 act – activators of human E3 ligase FBW7; normalized activity (activation), % at 26.1 µM; Q969H0; AlphaScreen FBW7–phospho-cyclin E peptide binding, activator screen; 650,000 compounds, 0.13% hits; AID 1259310; in the data active = normalized activity above about 1.9%;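 also: purified mutant Fbw7 with reduced substrate affinity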
# MITF inh – human MITF inhibition, primary screen. O75030. AlphaScreen MITF homodimerization, bead proximity signal. inhibition, % at 2.6 µM. 650,000 compounds, 0.91% hits. AID 1259374; in the data active = inhibition above about 50%;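 also: 0% = vehicle wells with protein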
# Target sequence (O75030 whole entry, looked up): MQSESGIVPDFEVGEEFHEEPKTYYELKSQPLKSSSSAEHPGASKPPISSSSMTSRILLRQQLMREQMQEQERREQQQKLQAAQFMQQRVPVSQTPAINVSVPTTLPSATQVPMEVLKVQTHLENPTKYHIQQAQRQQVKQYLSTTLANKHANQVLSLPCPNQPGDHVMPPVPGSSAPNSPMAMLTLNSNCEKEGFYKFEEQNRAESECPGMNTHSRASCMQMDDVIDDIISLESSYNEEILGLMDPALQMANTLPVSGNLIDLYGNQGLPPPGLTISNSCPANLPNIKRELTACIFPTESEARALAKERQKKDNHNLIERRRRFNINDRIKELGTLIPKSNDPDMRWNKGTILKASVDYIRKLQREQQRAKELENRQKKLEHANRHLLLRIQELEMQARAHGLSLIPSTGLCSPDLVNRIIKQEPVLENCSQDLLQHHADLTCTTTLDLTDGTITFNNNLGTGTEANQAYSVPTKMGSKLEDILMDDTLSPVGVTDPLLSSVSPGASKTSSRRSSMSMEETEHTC
# * = called active by the depositor.
SMILES,TEAD-YAP inh,GPR151 activ,FBW7 act,MITF inh
Cc1cc2cc(CNS(=O)(=O)c3ccc(F)cc3)ccc2[nH]1,8.4,-1.3,0.6,17.3
O=C1CN(S(=O)(=O)/C=C/c2ccccc2)CCN1,-2.0,-1.0,-0.2,6.4
Cc1cc(=O)oc2cc(OCC(=O)OCC(=O)c3ccc4c(c3)NC(=O)CO4)ccc12,2.9,1.1,-0.2,-2.3
COC(=O)c1sc(N)c(C(=O)OC)c1COC(=O)c1nc(-c2ccccc2)oc1C,1.4,0.7,0.0,10.1
Cc1cc(NC(=S)NC(=O)c2ccco2)ccc1-c1cc2ccccc2oc1=O,-3.4,-3.0,0.6,2.0
CC(C)(C)n1nnnc1C(c1ccc(F)cc1)N1CCN(Cc2ccccc2)CC1 (stereo not given),-12.7,-0.5,-0.5,36.6
COc1cc2nc(SCC(=O)Nc3ccc(C(C)C)cc3)n(Cc3ccc(Cl)cc3)c(=O)c2cc1OC,-2.6,0.3,0.0,-17.6
O=C(Cc1ccc(F)cc1)Nc1ccc2cn[nH]c2c1,-27.2,-0.6,0.2,4.0
CC(NC(=O)c1cccs1)C(=O)N1CCCCC1 (stereo not given),-5.0,0.0,0.0,-0.8
O=c1c2c(n3nnnc3n1Cc1ccccc1)-c1ccccc1CC21CCCC1,2.4,-0.3,0.2,18.8
CCc1nn(CC(=O)N2CCC(Cc3ccccc3)CC2)c(=O)c2cc3occc3n12,-0.4,0.4,0.9,10.7
CSc1nc2n(n1)C(c1sccc1C)C1=C(CCCC1=O)N2 (stereo not given),-4.6,-0.4,-0.2,8.3
O=C(c1cc(=O)c2ccccc2o1)N1CCN(Cc2ccc3c(c2)OCO3)CC1,6.3,2.2,-0.1,1.7
O=C1NC(c2ccccc2)=C(c2ccccc2)C1=O,3.1,0.6,0.1,12.2
CN(C)Cc1c(O)ccc2occ(C(=O)c3ccccc3)c12,10.8,0.0,-0.1,11.3
CCOc1ccc(Cc2cnc(N)s2)cc1,7.0,-0.2,1.4,12.1
CCOC(=O)c1c(-c2ccccc2)oc2ccc(OCC(O)CN3CCOCC3)cc12 (stereo not given),13.9,-0.5,0.1,13.9
O=C(CCn1cnc2ccccc21)N/N=C\c1cccnc1,11.3,0.8,0.0,7.3
CC(C)(C)C(=O)Nc1nc2c(s1)COc1ccccc1-2,-2.8,2.8,-0.1,6.8
CC(C)NC(=O)c1ccccc1C(=O)NC(C)C,-4.5,1.8,-0.1,5.4
CCC(CO)Nc1nccnc1-c1cnc(OC)nc1OC (stereo not given),-3.3,-1.1,-0.1,-3.0
NC(=S)NNC(=O)c1cccs1,-44.6,-0.5,0.0,13.7
CC(C)(C)NC(=O)C1CCN(S(=O)(=O)c2ccc(Br)s2)CC1,-0.7,3.2,0.0,-13.9
C=CCOC(=O)/C(=C\c1ccc2c(c1)OCO2)NC(=O)c1ccccc1Br,-27.5,-1.0,-0.1,1.3
CN(C)c1cccc(Nc2nc(Nc3ccc4c(c3)OCO4)c3[nH]cnc3n2)c1,-8.5,0.7,-0.2,18.3

# Going on with the list.
SMILES,TEAD-YAP inh,GPR151 activ,FBW7 act,MITF inh
COc1cccc(-n2c(=S)sc3c(=O)n(-c4ccc(C)cc4)c(SCC(=O)Nc4nccs4)nc32)c1,-10.4,1.7,0.0,0.8
COc1ccc(C2CC(=O)C3=C(C2)Nc2ccccc2N(C(C)=O)C3c2cccc(OC)c2)cc1 (stereo not given),14.8,-1.2,-0.1,12.2
CCN(CCCNC(=O)CCn1nc(-c2ccccc2)ccc1=O)c1ccccc1,-5.6,0.4,0.0,3.7
O=C(Nc1ccc2c(c1)CCC2)c1cc(S(=O)(=O)N2CCCCC2)ccc1Cl,0.5,1.1,0.0,-10.4
Cc1[nH]c(=O)[nH]c(=O)c1S(=O)(=O)N1CCN(c2cccc(Cl)c2)CC1,-7.1,-0.3,-0.1,-5.3
NS(=O)(=O)c1ccc(NC(=O)COC(=O)c2sc3ccccc3c2Cl)cc1,2.0,1.7,-0.1,5.7
CCC(Sc1nc2ccc(N)cc2s1)C(=O)Nc1nccs1 (stereo not given),-1.1,2.2,-0.1,32.0
O=C(NCC1CCCO1)c1ccc2c(=O)n(Cc3ccccc3)c(=S)[nH]c2c1 (stereo not given),-3.1,1.1,-0.1,9.1
Cc1nnc(NC(=O)COc2ccc(C(C)C)c(C)c2)s1,-9.7,0.4,-0.2,-3.6
CC1=C(C(=O)OCCOc2ccccc2)C(c2cccc([N+](=O)[O-])c2)C2=C(CC(c3cccs3)CC2=O)N1 (stereo not given),18.2,2.0,0.3,14.5
COc1ccc(CCNC(=O)c2cnc(N3CCC(N4CCOCC4)CC3)s2)cc1,9.6,0.7,0.0,6.4
CC(=O)Nc1ccc(NC(=O)COc2cccc(C)c2)cc1,-20.6,2.6,0.0,-7.1
CCC(=O)N(CCc1ccccc1)C1CC(=O)N(c2ccc(F)cc2)C1=O (stereo not given),-2.0,-1.3,0.6,0.9
CCCNc1nc(NCC)nc2c1ncn2C(C)C,-5.7,-1.5,0.1,1.8
CCOc1ccc(C)cc1S(=O)(=O)Nc1ccc(Cl)cn1,-8.7,-1.4,-0.1,22.6
CCOC(=O)c1c(NC(=O)CSc2nc(C)cc(C(F)(F)F)n2)sc2c1CCC2,-1.8,-0.2,-0.3,10.2
CCOC(=O)c1sc(C)c2c1NC(c1ccc(Cl)cc1)N(C1CCCCC1)C2=O (stereo not given),-3.9,1.0,0.0,-7.9
CCC(=O)N=c1sc2cccc(C)c2n1C,-2.9,3.2,0.0,-4.3
Cc1ccccc1C(=O)Nc1nc2c(s1)C(=O)CC(C(=O)N(C)Cc1nccs1)C2 (stereo not given),-12.3,1.3,-0.1,8.8
O=c1oc(Nc2ccccc2)nc2sc3c(c12)CCCC3,0.6,2.2,-0.2,6.9
Cc1ccc(/C=N/N=C2\NC(=O)C(CC(=O)O)S2)s1 (stereo not given),-4.7,-4.5,-0.1,10.6
CC(=O)Oc1ccc(NC(=O)Cc2ccccc2)c(C(=O)O)c1,-1.9,1.0,0.2,13.2
COc1cc(NC(=S)N2CCCC(CO)C2)cc(OC)c1 (stereo not given),0.7,0.0,0.0,5.6
CCOC(=O)c1cc(C)n(Cc2ccc(OCC)c(OC)c2)c1C,-12.7,1.1,-0.1,-8.3
CC(C)NC(=O)C1CCN(C2CCN(Cc3cc4ccccc4o3)CC2)CC1,3.4,1.0,-0.1,-3.9

# Other entries follow.
SMILES,TEAD-YAP inh,GPR151 activ,FBW7 act,MITF inh
CC(=O)c1ccc(NCN2C(=O)[C@H]3CC=CC[C@H]3C2=O)cc1,-28.7,0.7,-0.1,3.7
O=C(CCc1nnc(-c2ccccc2)o1)NCc1ccc(N2CCOCC2)cc1,6.0,1.0,0.0,-14.7
CCN(CC)C(=O)C(C)OC(=O)COc1ccc(Cl)cc1C (stereo not given),13.9,-0.4,0.2,14.1
COc1cc2nc(-c3ccc(N4CCOCC4)nc3)nc(Nc3ccc(N4CCOCC4)cc3)c2cc1OC,-3.3,2.5,-0.3,2.6
Nc1nc(SCC(=O)Nc2cc(C(F)(F)F)ccc2N2CCOCC2)n[nH]1,8.1,0.3,-0.1,-11.5
Cc1ccc(CS/C(Nc2ccccc2)=C(\C#N)C(=O)Nc2ccccc2C)c(C)c1,5.0,0.4,-0.3,-6.1
CC(=O)c1ccc(F)c(-c2cc(C)cc3c2OC(CNC(=O)c2ocnc2C)C3)c1 (stereo not given),-4.5,-0.8,-0.1,-5.3
CCOc1ccc(Br)cc1S(=O)(=O)NC1CCCC1,-6.2,0.0,-0.1,-12.1
O=C(COc1ccccc1)NCc1n[nH]c(=S)n1-c1ccc(F)cc1,2.5,-1.2,0.1,11.8
CCc1c(C)sc(NC(=O)COc2ccc(Cl)cc2Cl)c1C(N)=O,2.4,0.5,0.1,2.9
CCCCCC(O)(CCN1CCCCC1)c1ccc(OCC)cc1 (stereo not given),2.4,-1.1,-0.1,7.2
O=C(CN1C(=O)c2ccc([N+](=O)[O-])cc2C1=O)Nc1ccccc1C(F)(F)F,2.4,0.3,0.0,-0.2
CC(C)C12C=CC(C)(CC1)C1C(=O)N(c3cccc(Cl)c3)C(=O)C12 (stereo not given),0.9,2.4,0.0,13.7
COCCn1c(SCC(=O)N2CCCCCC2)nc2cccnc21,3.0,0.5,0.0,17.2
CCc1ccccc1NC(=O)C/C(C)=N/NC(=O)C(=O)Nc1ccccc1,-12.0,-0.4,0.7,19.5
CSc1nc(C(=O)NCC2CCC3(CCN(C(C)C)CC3)O2)cs1 (stereo not given),-10.2,-1.4,-0.1,1.3
CCOC(=O)CSc1ccc2ccccc2n1,4.5,-1.9,0.2,0.2
CCOC(=O)C1=C(C)N=c2s/c(=C/c3cccc([N+](=O)[O-])c3O)c(=O)n2C1c1ccc(F)cc1 (stereo not given),-3.5,-1.0,-0.2,-7.9
O=C(NCCc1nc2ccccc2[nH]1)c1ccccc1Br,-3.6,0.4,0.3,-5.5
CCN(CC)CCCNC(=O)c1sc2ncn(CC(=O)Nc3cccc(C(F)(F)F)c3)c(=O)c2c1C,0.6,-2.3,0.0,-12.5
Cn1cnc(S(=O)(=O)N2CCc3ccccc32)c1,-6.9,-0.5,0.1,14.2
COc1cc(/C=C/C(=O)N2CCCC2)cc(OC)c1OC,7.2,0.0,0.1,8.7
O=C(c1ccccc1)C(C(=O)N1CCN(c2ccccc2)CC1)n1cc(Cl)ccc1=O (stereo not given),10.9,1.3,0.4,6.6
COc1ccc(C(=O)c2c(C)oc3ccc(O)c(CN(C)C)c23)cc1,8.3,0.1,-0.1,-4.2
COc1ccc(C(=O)NC2=C(C#N)CCC2)cc1OC,-2.0,1.0,0.1,20.7

# Some of the entries above, set out differently.
canonical_smiles	TEAD-YAP inh	GPR151 activ	FBW7 act	MITF inh
CC(=O)c1ccc(F)c(-c2cc(C)cc3c2OC(CNC(=O)c2ocnc2C)C3)c1 (stereo not given)	-4.5	-0.8	-0.1	-5.3
CCOc1ccc(Br)cc1S(=O)(=O)NC1CCCC1	-6.2	0.0	-0.1	-12.1
O=C(COc1ccccc1)NCc1n[nH]c(=S)n1-c1ccc(F)cc1	2.5	-1.2	0.1	11.8

# New compounds follow.
SMILES,TEAD-YAP inh,GPR151 activ,FBW7 act,MITF inh
CC1CCCCN1C(=O)CN(c1nccs1)S(=O)(=O)c1ccccc1 (stereo not given),3.2,2.5,0.3,9.0
CCOc1ccc(CCNS(=O)(=O)c2cc(C3=NNC(Nc4ccc(OCC(N)=O)cc4)c4ccccc43)ccc2C)cc1OCC (stereo not given),0.4,-1.5,0.0,-5.0
COc1ccc(/C=N/NC(=O)Cc2cccs2)cc1Br,-41.6,2.2,0.0,11.6
Cc1ccc(C)c(OCC(=O)NCc2ccc(F)cc2)c1,-4.0,1.9,0.1,6.7
CC(=O)Oc1ccc2c(-c3ccccc3)cc(=O)oc2c1C,14.1,-1.1,-0.1,-7.2
CC(=Nc1cccc(O)c1)c1sc2ccccc2c1O,-53.6,2.6,-0.3,2.7
O=C(NCc1ccc2c(c1)OCO2)c1ccc2c(=O)n(CC3CCCO3)c(=S)[nH]c2c1 (stereo not given),-2.6,0.3,0.1,10.4
CC(C)c1ccc(NC(=O)CN(CCc2ccccc2)S(=O)(=O)c2ccccc2)cc1,0.3,1.7,0.1,3.6
O=C(Nc1cccc(-c2nc3ncccc3o2)c1)c1cc(I)ccc1Cl,4.4,-0.8,-0.1,1.8
COc1ccc(/C=C/C(=O)Nc2ccccc2C)cc1,-44.5,-8.0,-0.1,6.5
O=C1CCC(CCNCc2cccc(C(F)(F)F)c2)N1CC1CC1 (stereo not given),-1.9,0.0,0.1,-5.9
CCC(=O)Nc1ccc(CN2CCN(c3ccccn3)CC2)cc1,-8.2,-0.3,0.0,37.6
CC1=C(C(=O)OC2CCCC(C)C2)C(c2ccc3c(c2)OCO3)NC(=O)N1 (stereo not given),-3.3,1.6,0.0,1.5
O=C(c1ccccc1)N1CCN(c2cc(N3CCCC3)c(F)cc2[N+](=O)[O-])CC1,8.2,-2.6,-0.1,1.3
O=C(COC(=O)c1cccc(S(=O)(=O)N2CCCC2)c1)Nc1cccc2nsnc12,3.1,0.1,0.0,-4.7
CCOC(=O)c1c(NC(=O)c2nn3c(C(F)(F)F)cc(-c4ccco4)nc3c2Br)sc2c1CCC(C)C2 (stereo not given),9.4,-1.5,-0.2,-2.2
c1ccc(Nc2nc(-c3c[nH]c4ccccc34)cs2)nc1,-12.5,0.8,-0.1,-10.3
O=C(O)CC1(CC(=O)Nc2cccc(C(F)(F)F)c2)CCCC1,8.0,2.3,-0.1,-1.3
Cc1nc(/C(N)=N/OC(=O)c2sc3cccc(Cl)c3c2Cl)no1,-1.7,4.0,0.3,4.0
CCN1C(=O)NC(=O)/C(=C\c2cc(C)n(-c3ccc(O)cc3)c2C)C1=O,-2.8,0.5,-1.0,8.6
CC12OC(=O)C(Cl)(Cl)C1c1ccccc1C2=O (stereo not given),2.9,-0.5,0.0,45.0
Cc1nc2sc3c(c2c(=O)o1)CCCC3,7.3,0.8,0.2,8.8
CC(C)CCC1(C2CCN(C(=O)c3cn4cc(Cl)ccc4n3)CC2)NC(=O)NC1=O (stereo not given),-1.2,0.3,-0.1,4.6
Cc1cc(N)cc(N)c1NC(=O)c1ccc(N)cc1,5.3,1.5,-0.3,6.2
O=C(O)c1ccc(N2C(=O)CC(NC3CCN(Cc4ccccc4)CC3)C2=O)cc1 (stereo not given),-7.2,1.5,-0.1,-0.8

# Given as tab-separated lines: entries from further up
molecule	TEAD-YAP inh	GPR151 activ	FBW7 act	MITF inh
CC(C)c1ccc(NC(=O)CN(CCc2ccccc2)S(=O)(=O)c2ccccc2)cc1	0.3	1.7	0.1	3.6
O=C(Nc1cccc(-c2nc3ncccc3o2)c1)c1cc(I)ccc1Cl	4.4	-0.8	-0.1	1.8

# Bioassay records as filed in PubChem.
